M5 PAM = CHRM5 positive allosteric modulation; P08912; CHO-K1 hM5, Fluo-8 calcium, ACh EC20 PAM; 0% = ACh EC20, 100% = ACh EC100; activation, % at 3 µM; 360,000 tested, 0.3% active;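 active = activation above the run cutoff, the mean activation of all test compounds plus 3 SD, cut at about 18% in these data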
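System: CHO-K1 cell line with stable human muscarinic M5 receptor expression | Also added: EC20 acetylcholine as agonist stimulus | Compound: One concentration, 3 µM final (nominal) | Timing: Fluo-8 loading 80 min at 37 °C plus 30 min room temperature | Measured by: Fluo-8 calcium dye fluorescence, kinetic read | Read-out basis: % activation, ACh-normalized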
CHRM1 agonist = agonists of human M1 muscarinic receptor; activation, % at 3 µM; P11229; CHO-K1 hM1, Fluo-8 calcium fluorescence, agonist mode; 0% DMSO, 100% acetylcholine EC100; 360,000 tested, 0.33% active; AID 588814;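 active = activation above the run's mean compound activation plus 3 SD, cut at about 16% in these data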;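 note: peak over basal fluorescence ratio within a 140 s kinetic read after compound addition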
Target sequence (P11229 whole entry, looked up): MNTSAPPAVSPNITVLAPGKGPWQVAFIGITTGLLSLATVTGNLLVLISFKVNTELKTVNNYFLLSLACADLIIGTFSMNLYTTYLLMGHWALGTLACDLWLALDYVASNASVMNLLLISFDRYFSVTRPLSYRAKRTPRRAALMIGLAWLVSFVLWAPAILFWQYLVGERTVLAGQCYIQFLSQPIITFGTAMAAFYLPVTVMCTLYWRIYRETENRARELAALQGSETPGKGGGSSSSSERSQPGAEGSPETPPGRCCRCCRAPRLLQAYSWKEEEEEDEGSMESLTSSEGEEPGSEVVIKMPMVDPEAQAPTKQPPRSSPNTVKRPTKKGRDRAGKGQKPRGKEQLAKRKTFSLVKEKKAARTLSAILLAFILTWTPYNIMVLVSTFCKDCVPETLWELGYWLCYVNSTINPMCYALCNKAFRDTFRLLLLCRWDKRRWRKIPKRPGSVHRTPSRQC
TAAR1 agonist = agonists of human TAAR1; activation, % at 3 µM; 360,000 tested, 0.99% active; Q96RJ0; CHO RD-HGA16 TAAR1, Fluo-8 calcium fluorescence; vehicle wells 0%, saturating PEA agonist 100%;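 active = activation above the mean activation of all test compounds in the run plus 3 SD, cut at about 38% in these data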
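System: CHO-derived RD-HGA16 cells with stable Gα16 and human TAAR1 / Times: 17-24 h plating, Fluo-8 75 min 37 °C, 30 min RT / Technique: calcium-sensitive Fluo-8 signal, excitation 470-495, emission 515-575 nm / Measure: % activation relative to PEA EC100 response / Benchmarks: DMSO and PEA EC100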
M4 ag = agonists of human muscarinic M4 receptor (CHRM4); P08173; CHO-K1 hM4/Gqi5, Fluo-8 calcium fluorescence; vehicle 0%, full acetylcholine response 100%; activation, % at 3 µM; 360,000 tested, 0.14% active; AID 624127;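 active = activation above the run mean over all test wells plus 3 SD, cut at about 32% in these data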;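 note: peak over basal fluorescence ratio per well then scaled between controls; 0% = DMSO wells and 100% = acetylcholine at EC100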
Target sequence (P08173 whole entry, looked up): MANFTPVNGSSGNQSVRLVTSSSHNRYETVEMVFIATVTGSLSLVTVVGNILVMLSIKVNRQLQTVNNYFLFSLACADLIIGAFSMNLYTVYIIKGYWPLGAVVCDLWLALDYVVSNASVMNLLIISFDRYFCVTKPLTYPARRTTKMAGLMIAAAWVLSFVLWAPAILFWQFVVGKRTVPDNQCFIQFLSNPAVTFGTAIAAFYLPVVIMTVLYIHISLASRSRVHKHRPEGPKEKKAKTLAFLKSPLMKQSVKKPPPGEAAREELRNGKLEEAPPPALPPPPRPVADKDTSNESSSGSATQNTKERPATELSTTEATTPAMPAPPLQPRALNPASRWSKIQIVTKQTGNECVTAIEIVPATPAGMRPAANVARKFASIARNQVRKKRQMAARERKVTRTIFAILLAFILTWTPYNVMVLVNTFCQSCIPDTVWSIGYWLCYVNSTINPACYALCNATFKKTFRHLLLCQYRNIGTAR
CHRM1 antagonist = human CHRM1 antagonism; CHO-K1 hM1, Fluo-8 calcium fluorescence, ACh EC80 antagonist; 360,000 tested, 1.3% active; AID 588852; inhibition, % at 3 µM; P11229;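 active = percent inhibition above its own plate's cutoff, namely the mean of that plate's compound wells plus 3 SD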;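 note: peak over basal fluorescence ratio during 140 s after agonist addition; 0% = ACh EC80 plus DMSO and 100% = DMSO alone without agonist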
M5 antag = CHRM5 antagonism in calcium assay; inhibition, % at 3 µM; AID 624040; P08912; 360,000 tested, 0.59% active; CHO-hM5 cells, Fluo-8 calcium fluorescence, ACh EC80;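 active = inhibition above a per-plate cutoff, the mean of that plate's test compounds plus 3 SD, cut at about 27% in these data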;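 note: 0% = acetylcholine EC80 with DMSO and 100% = DMSO without agonist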
CHRM5 agonist = CHRM5 agonism in calcium assay | activation, % at 3 µM | CHO-K1 hM5 cells, Fluo-8 calcium fluorescence; 0% DMSO wells, 100% maximal acetylcholine response | P08912 | AID 624037 | 360,000 tested, 0.19% active;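 active = activation above the run's mean over test compounds plus 3 SD, cut at about 23% in these data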;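 note: signal is peak over basal fluorescence ratio across the kinetic read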
M4 antag = antagonists of human muscarinic M4 receptor (CHRM4); P08173; CHO-hM4 cells, ACh EC80, Fluo-8 calcium fluorescence; inhibition, % at 3 µM; 360,000 tested, 0.73% active;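 active = inhibition above its plate's cutoff, the mean inhibition of sample wells plus 3 SD, cut at about 27% in these data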;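 note: 0% = acetylcholine EC80 with DMSO and 100% = DMSO without agonist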
CHRM1 PAM = human CHRM1 positive allosteric modulation | 360,000 tested, 0.088% active | activation, % at 3 µM | AID 588819 | CHO-K1 hM1, Fluo-8 calcium fluorescence, ACh EC20; 0% = ACh EC20, 100% = maximal ACh; in the data active = activation above about 19%, passing the limit was not always enough
The depositor's hits bear a star; · = no result given. This is a subset (hit frequency here may not be typical).

SMILES | M5 PAM | CHRM1 agonist | TAAR1 agonist | M4 ag | CHRM1 antagonist | M5 antag | CHRM5 agonist | M4 antag | CHRM1 PAM
O=C(CNC(=S)N(CCCN1CCOCC1)Cc1cccs1)NC1CCCC1 | -0.8 | -8.6 | 1.6 | 1.1 | 3.0 | 0.7 | -9.2 | -7.3 | -4.9
CCC(C)Cn1c(C(C)O)nc2ccccc21 (stereo unspecified) | -0.5 | -0.7 | 6.6 | 0.7 | -20.6 | 4.6 | 0.7 | -1.8 | 7.2
CCOC(=O)c1nc(-c2ccccc2)oc1N(C)C | 11.6 | -4.3 | -0.8 | 0.1 | -7.0 | -3.5 | -2.1 | -8.8 | 5.0
O=C(CCCCN1CCCCC1)c1ccccc1 | -4.5 | -4.0 | 0.7 | 9.6 | -2.4 | 9.9 | -5.0 | 3.8 | -2.8
Cc1nc(C(=O)Nc2ccc(Cl)cc2)nn1-c1ccc([N+](=O)[O-])cc1 | 2.9 | -4.1 | 2.0 | 0.5 | 0.7 | -3.1 | 0.9 | 7.8 | 3.5
CCCC(=O)Nc1cccc(NC(=O)Cc2ccc(Cl)cc2)c1 | -0.5 | -2.9 | 5.8 | 3.4 | -7.1 | 5.7 | 0.7 | -3.1 | -1.0
CCOC(=O)c1c(NC(=O)C2C3CCC(O3)C2C(=O)O)sc(C)c1-c1ccc(C)cc1 (stereo unspecified) | 2.1 | -4.8 | 3.2 | 0.4 | -10.6 | -2.1 | -3.0 | -4.2 | 6.7
CC1S/C(=N/N=C/c2ccco2)N(Cc2ccccc2)C1=O (stereo unspecified) | 1.3 | -4.0 | 2.6 | -0.8 | -10.1 | 4.0 | -6.1 | -5.7 | 3.1
Cc1ccc2c(c1)c(N=Nc1ccc([N+](=O)[O-])cc1)c(O)n2C | 2.6 | -2.0 | 3.1 | 1.2 | -26.2 | 12.2 | -1.9 | -3.2 | 13.6
CCN(CC)C(=O)CN(c1cccc(OC)c1)S(=O)(=O)c1ccc(C)cc1 | 24.0* | -2.7 | 18.3 | 0.9 | -6.7 | -2.7 | -6.4 | -2.9 | 6.5
COc1cc(C(=O)NCc2cc3ccccc3n2C)cc(OC)c1OC | -0.9 | -2.5 | 6.9 | 8.0 | -3.1 | 5.8 | 1.1 | 1.3 | -0.9
CCOC(=O)[C@H]1[C@H]2COc3ccc(Cl)cc3[C@@H]2N2C(=O)[C@H](C)NC(=O)[C@@]12C | -2.0 | 4.4 | · | 0.9 | -23.5 | 3.4 | -0.2 | -2.9 | 9.9
O=C(NCc1ccccc1)C(c1ccccc1)n1c(-c2ccccn2)nc2ccccc21 (stereo unspecified) | -1.8 | · | 1.0 | 4.5 | · | 1.9 | -0.9 | -5.2 | ·
Cc1nn(C)cc1C(C(=O)NC1CCCCC1)N(C(=O)Cc1cccs1)c1ccc(C(C)C)cc1 (stereo unspecified) | -4.1 | -3.6 | 17.8 | -0.5 | -6.7 | 2.4 | 3.1 | -0.7 | 5.2
Cc1ccc(C)c(Cn2c(C(=O)OC(C)C)cc3c2ccn3C)c1 | -10.0 | -3.3 | 13.4 | -2.0 | -7.7 | 6.4 | -17.2 | -5.5 | 2.1
Nc1ncn(C23CC4CC(CC(C4)C2)C3)n1 | -8.9 | -6.4 | 5.2 | 1.3 | 11.5 | 17.7 | -5.7 | 11.2 | -5.5
CCOC(=O)c1c(NC(=O)C2C3C=CC(CC3)C2C(=O)O)sc(C)c1C (stereo unspecified) | 5.7 | -4.6 | 1.1 | 0.9 | -3.5 | -0.9 | -1.4 | 12.4 | 5.0
CC(=O)CCS(=O)(=O)c1ccc(Oc2ccc(S(=O)(=O)CCC(C)=O)cc2)cc1 | -3.6 | 1.6 | 0.4 | 4.9 | -19.5 | -2.2 | 6.1 | -3.9 | 8.7
Cc1ccc(N(CC(=O)Nc2ccccc2-c2ccccc2)S(=O)(=O)c2ccccc2)cc1 | -2.6 | -3.7 | 0.5 | -0.5 | -10.4 | -8.1 | -3.2 | -3.5 | -1.4
COc1cc(F)ccc1-c1csc(C(O)c2ccccc2)n1 (stereo unspecified) | -0.3 | -6.3 | 4.7 | -0.8 | -3.6 | -4.2 | -2.3 | -0.2 | -3.4
CCOc1ccc(NC(=O)CN(C)C(=O)CSC(C)C(=O)Nc2cc(C)on2)cc1OCC (stereo unspecified) | -0.1 | -2.0 | 1.8 | 0.4 | -2.3 | -7.6 | -1.5 | 5.9 | 3.8
CCOC(=O)C(Sc1cc(C)nc(N)n1)C(C)=O (stereo unspecified) | 15.9 | -2.5 | 2.5 | 1.2 | -15.1 | -13.6 | -3.1 | -7.9 | 8.8
O=C(CSCc1ccc(F)cc1)Nc1ccccc1C(=O)N1CCOCC1 | 0.8 | -1.6 | 3.0 | 1.1 | 6.3 | -5.1 | 1.1 | -1.6 | 1.5
CCOc1ccc(S(=O)(=O)N2CCOCC2)cc1NC(=O)CN1C(=O)NC2(CCCCC2)C1=O | 4.4 | -3.5 | 3.3 | 0.0 | -10.7 | 0.6 | 4.6 | -0.7 | 13.1
C=CCn1c(C)c(C(C)=O)c(N2CCN(c3ccccc3)CC2)nc1=S | -12.5 | -1.1 | 0.4 | 1.0 | 88.8* | 5.1 | -6.8 | 30.3* | -22.4

Filtered by structure: the entries above containing a thiophene ring, fused or not.
SMILES | M5 PAM | CHRM1 agonist | TAAR1 agonist | M4 ag | CHRM1 antagonist | M5 antag | CHRM5 agonist | M4 antag | CHRM1 PAM
O=C(CNC(=S)N(CCCN1CCOCC1)Cc1cccs1)NC1CCCC1 | -0.8 | -8.6 | 1.6 | 1.1 | 3.0 | 0.7 | -9.2 | -7.3 | -4.9
CCOC(=O)c1c(NC(=O)C2C3CCC(O3)C2C(=O)O)sc(C)c1-c1ccc(C)cc1 (stereo unspecified) | 2.1 | -4.8 | 3.2 | 0.4 | -10.6 | -2.1 | -3.0 | -4.2 | 6.7
Cc1nn(C)cc1C(C(=O)NC1CCCCC1)N(C(=O)Cc1cccs1)c1ccc(C(C)C)cc1 (stereo unspecified) | -4.1 | -3.6 | 17.8 | -0.5 | -6.7 | 2.4 | 3.1 | -0.7 | 5.2
CCOC(=O)c1c(NC(=O)C2C3C=CC(CC3)C2C(=O)O)sc(C)c1C (stereo unspecified) | 5.7 | -4.6 | 1.1 | 0.9 | -3.5 | -0.9 | -1.4 | 12.4 | 5.0

Next section
SMILES | M5 PAM | CHRM1 agonist | TAAR1 agonist | M4 ag | CHRM1 antagonist | M5 antag | CHRM5 agonist | M4 antag | CHRM1 PAM
CCCCN(CC(=O)NCCOC)C(=O)Cn1nnc2ccccc21 | 2.5 | -4.0 | 5.3 | 0.1 | -1.7 | 0.3 | -0.7 | -0.5 | 9.8
CCOC(=O)C1CN(S(=O)(=O)c2cccc(C(F)(F)F)c2)c2cc(CC(=O)OC)ccc2O1 (stereo unspecified) | -6.1 | -4.8 | 11.1 | -1.7 | -0.3 | 0.8 | -6.9 | 2.0 | -0.5
NC(=O)c1cc([N+](=O)[O-])ccc1NCc1ccccn1 | 0.8 | -1.1 | 11.3 | 1.0 | -17.1 | 2.3 | 4.0 | -13.5 | 10.3
Cc1ccccc1-n1c(=O)c2ccccc2n(CC(=O)NCc2ccco2)c1=O | 4.7 | -1.3 | -1.8 | -0.7 | -9.6 | 4.2 | 3.0 | -2.6 | 6.8
Cn1c(NC(=O)c2cccc(C(F)(F)F)c2)cc(=O)n(C)c1=O | -5.1 | -0.8 | -0.4 | 0.7 | -6.1 | 6.2 | 0.5 | -8.3 | 2.8
COc1ccccc1C(=O)NCCC(=O)Nc1ccc(S(=O)(=O)N2CCC(C)CC2)cc1 | -11.4 | -0.6 | 15.9 | 10.9 | -7.1 | 15.3 | 4.2 | 4.4 | 10.6
COc1ccc(NC(=O)C2CCCN2S(=O)(=O)c2cccc3nsnc23)c(OC)c1 (stereo unspecified) | 5.4 | -0.8 | · | 0.7 | -8.4 | -10.1 | -2.4 | -15.1 | 4.3
CCOC(=O)C1=C(N)OC2=C(C(=O)CC(C)(C)C2)C1c1cccs1 (stereo unspecified) | 2.2 | -3.6 | -2.8 | 0.1 | 1.1 | -5.8 | -6.7 | -7.5 | -0.2
Cc1cc([N+](=O)[O-])nn1CC(=O)N(C)C1CCCCC1 | 6.3 | -3.8 | 2.4 | 0.2 | 2.6 | -7.5 | -2.0 | 7.8 | 0.6
CCOc1ccc(CCNC(=O)COC(=O)c2ccc(F)c(S(=O)(=O)N3CCOCC3)c2)cc1OCC | 6.2 | -3.1 | -0.1 | -0.3 | -6.7 | 2.6 | 2.4 | -2.8 | 3.8
Nc1cc(=O)[nH]c(SCC(=O)Nc2nnc(-c3ccccc3)s2)n1 | -2.6 | -6.9 | 3.3 | 0.3 | -3.4 | -1.3 | -1.6 | 1.2 | 9.5
C[C@H]1CN([C@@H](C)CO)C(=O)c2cc(Br)cnc2O[C@H]1CN(C)C(=O)C1CCC1 | 11.9 | -2.5 | 6.9 | 1.3 | -18.2 | -9.4 | -2.1 | -15.4 | 5.1
COc1cccc(/C=C2\SC(=S)N(CCC(=O)NNC(=O)c3ccccc3OC)C2=O)c1 | 0.0 | -1.1 | 1.2 | 2.4 | -8.6 | 6.9 | -0.6 | 3.9 | 8.4
CC(=O)Nc1sc2c(c1CN1CCN(c3ccccn3)CC1)CCCC2 | 5.8 | -7.0 | 8.4 | 1.8 | -5.5 | -3.9 | -5.7 | -4.7 | 3.0
O=C(/C=C/c1ccco1)N1CCN(C/C=C/c2ccccc2)CC1 | -4.8 | 1.4 | -0.5 | 0.4 | -1.6 | 6.7 | -6.6 | 5.8 | 0.0
O=C(COc1ccc2c3c(c(=O)oc2c1)CCC3)N[C@@H](CSCc1ccccc1)C(=O)O | -2.1 | -2.6 | -0.2 | 1.1 | -17.1 | 6.3 | 0.1 | 5.2 | 10.2
CCOc1ccccc1NC(=O)C1Cc2ccccc2CN1S(C)(=O)=O (stereo unspecified) | -5.6 | -3.9 | 1.0 | 1.0 | -4.8 | 4.2 | -0.8 | 9.3 | 7.8
COc1ccc(C2=NS(=O)(=O)N(C)C(C(=O)N3C(C)CCCC3C)=C2)cc1 (stereo unspecified) | -5.0 | -0.4 | 0.3 | 1.7 | 3.3 | -0.2 | 0.3 | 4.2 | -1.0
CC(C)CC(C)N1CCC(n2nccc2NC(=O)CCc2ccccc2)CC1 (stereo unspecified) | -5.3 | -4.9 | 2.1 | 0.6 | 3.5 | 16.2 | -7.7 | 9.1 | -0.8
N#CCc1ccc(OC(=O)c2cccnc2Cl)cc1 | 0.8 | -2.6 | 1.3 | 0.4 | -1.7 | -2.4 | 5.7 | 2.0 | -0.7
O=C(C1COc2ccccc2O1)N1CCN(c2ccc(C(F)(F)F)cn2)CC1 (stereo unspecified) | -6.8 | -1.5 | 10.1 | 6.8 | -3.2 | 8.9 | 0.6 | 6.1 | 4.1
CCN(CC)S(=O)(=O)c1ccc(C2=NOC3(C2)N(C)c2ccccc2C3(C)C)cc1 (stereo unspecified) | 1.7 | -9.7 | 2.5 | 1.2 | 12.6 | 17.3 | -5.9 | 6.9 | -22.7
CNS(=O)(=O)c1cccc(C(=O)OCC(=O)N2c3ccccc3CC2C)c1 (stereo unspecified) | -8.6 | 0.1 | 1.4 | 3.1 | 3.8 | 5.5 | 0.8 | 2.7 | 1.9

Bioassay records from PubChem.
